# High-throughput results (PubChem)
# FBW7 act – activators of human E3 ligase FBW7 | AID 1259310 | normalized activity (activation), % at 26.1 µM | 650,000 compounds, 0.13% hits | Q969H0 | AlphaScreen FBW7–phospho-cyclin E peptide binding, activator screen; in the data active means normalized activity above about 1.9%;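 further: purified mutant Fbw7 with reduced substrate affinity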
# GPR151 activ – human GPR151 activation. Q8TDV0. PathHunter beta-arrestin GPR151 cells, luminescence. activation, % at 11.2 µM. 650,000 compounds, 1% hits; in the data active means activation above about 4.9%;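 further: 0% = median of compound wells and 100% = cells with positive control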
# Target sequence (Q8TDV0 whole entry, looked up): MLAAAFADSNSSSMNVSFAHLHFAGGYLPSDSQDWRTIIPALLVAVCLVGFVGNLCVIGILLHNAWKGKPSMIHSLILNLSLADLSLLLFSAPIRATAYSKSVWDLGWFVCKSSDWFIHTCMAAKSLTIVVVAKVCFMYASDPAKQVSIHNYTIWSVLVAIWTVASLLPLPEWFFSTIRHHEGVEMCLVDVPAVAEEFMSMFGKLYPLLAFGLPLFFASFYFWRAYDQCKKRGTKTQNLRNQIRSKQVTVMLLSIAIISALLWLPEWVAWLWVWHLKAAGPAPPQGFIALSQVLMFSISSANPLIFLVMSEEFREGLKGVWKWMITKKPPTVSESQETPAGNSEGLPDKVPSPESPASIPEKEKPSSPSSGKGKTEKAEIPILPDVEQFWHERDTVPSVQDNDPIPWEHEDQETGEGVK
# TEAD-YAP inh – TEAD-YAP interaction inhibition; HEK-TIYL cells, TEAD-Gal4/YAP UAS-luciferase luminescence; inhibition, % at 9.12 µM; 640,000 compounds, 1.4% hits; in the data active means inhibition above about 32%;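 further: 0% = median of test compound wells and 100% = reference inhibitor wells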
# MITF primary – human MITF inhibition, primary screen. O75030. AlphaScreen MITF homodimerization, bead proximity signal. inhibition, % at 2.6 µM. 650,000 compounds, 0.91% hits; in the data active means inhibition above about 50%;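 further: 0% = vehicle wells with protein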
# Target sequence (O75030 whole entry, looked up): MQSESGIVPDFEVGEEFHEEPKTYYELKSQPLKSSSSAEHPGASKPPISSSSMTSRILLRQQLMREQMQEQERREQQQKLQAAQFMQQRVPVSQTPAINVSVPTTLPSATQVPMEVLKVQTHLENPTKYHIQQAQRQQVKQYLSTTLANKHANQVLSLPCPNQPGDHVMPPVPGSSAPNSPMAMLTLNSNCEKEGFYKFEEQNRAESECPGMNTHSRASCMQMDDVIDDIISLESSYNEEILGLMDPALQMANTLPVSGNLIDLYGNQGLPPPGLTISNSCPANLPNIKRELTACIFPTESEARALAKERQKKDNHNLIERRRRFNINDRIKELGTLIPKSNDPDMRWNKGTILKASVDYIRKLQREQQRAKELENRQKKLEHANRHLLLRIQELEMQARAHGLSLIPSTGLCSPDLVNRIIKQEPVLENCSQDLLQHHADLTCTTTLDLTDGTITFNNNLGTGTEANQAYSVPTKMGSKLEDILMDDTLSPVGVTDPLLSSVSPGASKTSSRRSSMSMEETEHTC
# Active calls of the source: *; & = joins results of further samples; ! = not confirmed by another sample.
# Under each structure – TEAD-YAP inh, MITF primary, FBW7 act, GPR151 activ
CC(Sc1ccsc1[N+](=O)[O-])C(=O)NCc1ccccc1 (stereo not drawn)
    8, 5, -0.1, 2.5
O=C(COC(=O)c1ccccc1-c1ccccc1)c1ccccc1
    -10, 5, 0.0, 1.8
CCOC(=O)c1c(NC(=O)C(C)Sc2cn(CC)c3ccccc23)sc2c1CCCCC2 (stereo not drawn)
    5, -6, 0.0, -0.5
COc1cc(C=O)ccc1OCCCOc1ccc(Cl)cc1
    6, -2, 0.0, 4.4
Cc1cccc2c1CC(C)(C)N=C2C1=C(O)CC(C)(C)CC1=O
    -4, 4, 0.0, -0.4
O=C1c2ccccc2C(=O)N1c1n[nH]c(CCc2ccccc2)n1
    4, -2, -0.1, 0.1
O=C(N/C(=C\c1ccco1)C(=O)N1CCCC1CO)c1ccccc1 (stereo not drawn)
    0, 6, -0.3, 0.5
Cc1nn(CC(N)=O)c(=O)c2cc3sccc3n12
    -11, -12, 0.3, 2.0
O=C(Nc1ccccc1)Nc1ccc(I)cc1
    -40, 12, 0.2, 0.3
Cc1nccn1CCC(=O)Nc1ccc(Cl)cc1
    -2, 15, 0.2, -0.5
CCOC(=O)C1=C(C)Nc2nnnn2C1c1ccccc1F (stereo not drawn)
    11, -10, 0.1, 0.8
CCOc1cc(C2NC(=O)NC(C)=C2C(=O)OC(C)C)ccc1O (stereo not drawn)
    -13, 1, -0.1, 1.7
C=CCN(CC=C)C(=O)C1c2ccccc2Oc2ccccc21
    10, 16, -0.1, 1.7
COc1ccc(/C=C2\C=C(c3ccccc3)N(c3ccc(Nc4ccccc4)cc3)C2=O)cc1Br
    -10, 3, -0.4, 2.4
CN1CCN(C(=O)C2CCN(S(=O)(=O)c3cnc[nH]3)CC2)CC1
    4, 10, 0.3, -0.2
CS(=O)(=O)N1CCN(c2ncnc3c(-c4ccc(Cl)cc4)nsc23)CC1
    2, -12, 0.0, -1.0
O=C(CCN1CCN(C2c3ccccc3-c3ccccc32)CC1)Nc1ccccc1F
    -4, 6, -0.1, 5.1*
CN(C)c1oc(-c2ccc(Cl)cc2)nc1S(=O)(=O)c1ccc(Cl)cc1
    5, 7, 0.0, 0.2
NNC(=O)c1ccc(-n2cnnn2)cc1
    -1, 7, 0.2, 1.6
COc1cccc(C=Nc2ccc(N)c(Cl)c2)c1O
    7, -12, 0.0, 1.0

# Part of the list above, tab-delimited:
SMILES	TEAD-YAP inh	MITF primary	FBW7 act	GPR151 activ
Cc1nccn1CCC(=O)Nc1ccc(Cl)cc1	-2	15	0.2	-0.5
CCOC(=O)C1=C(C)Nc2nnnn2C1c1ccccc1F (stereo not drawn)	11	-10	0.1	0.8

# Following part:
# Under each structure – TEAD-YAP inh, MITF primary, FBW7 act, GPR151 activ
O=C(O)c1ccn(-c2ccnc(Nc3ccc(N4CCOCC4)cc3)c2)c1
    -5, 16, -0.1, -0.8
FC(F)(F)c1cccc(CNc2nc(-c3csc4ccccc34)nc3nc[nH]c23)c1
    -4, 5, -0.1, -1.1
COc1ccc(OC)c(NC(=O)c2ccc(-c3ccc(Cl)c(Cl)c3)o2)c1
    -7, -5, 0.0, -0.3
COc1ccc2nc(NC(=O)c3cc4c(=O)oc5ccccc5c4s3)sc2c1
    1, -9, 0.1, -0.4
O=C(CSc1nnc(-c2c[nH]c3ccccc23)o1)c1ccc(F)cc1
    -8, -10, -0.1, -0.3
COc1cc2cc(CNc3ccccc3)c(=O)n(CC(=O)Nc3ccc(F)cc3)c2cc1OC
    -24, 5, -0.2, -0.3
CCOC(=O)c1cc(CC)sc1NC(=O)c1ccc(Cl)cc1NS(=O)(=O)c1ccccc1
    1, 10, 0.0, 0.4
CCC(C)c1ccc(OCC(=O)Nc2ccccc2C(N)=O)cc1 (stereo not drawn)
    -38, 2, 0.2, 1.4
O=C(Nc1ccc(F)c(Cl)c1)/C(=C/c1cccc([N+](=O)[O-])c1)NC(=O)c1cccs1
    5, 4, 0.0, 0.8
Cc1ccc(NC(=O)CSc2n[nH]c(=O)[nH]c2=O)cc1S(=O)(=O)N1CCCCC1
    7, 9, 0.2, 1.4
C=CCN(c1ccc(OC)cc1)S(=O)(=O)c1ccc(Cl)c(C(=O)O)c1
    7, 12, -0.1, -0.1
CC(=O)C1=C(O)C(=O)N(CCO)C1c1ccc(F)cc1 (stereo not drawn)
    -6, 2, 0.0, -0.3
CC(=O)NCCc1nc2ccccc2n1CCCOc1ccc(C)cc1
    2, -7, -0.2, 0.3
COC(=O)[C@H]1CN(C(=O)CCn2nc(C)cc2C)C[C@@H]1c1ccc(F)cc1
    0, 4, -0.1, -0.1
COc1cccc(-c2nc3c(C#N)c[nH]n3c2NC2CCCC2)c1
    -1, -10, -0.1, 0.4
O=C(Nc1cccc(C(F)(F)F)c1)c1ccc(N2CC3CC(C2)c2cccc(=O)n2C3)c(NC(=O)c2cccnc2)c1 (stereo not drawn)
    6, -14, 0.0, 0.5
O=C(CC1C(=O)NCCN1CC1CCCCC1)NCc1ccc(F)cc1F (stereo not drawn)
    -3, -10, 0.1, 0.8
CCc1cc(=O)oc2cc(OCC(=O)OC(C)C)ccc12
    7, -16, -0.2, 0.7
Cc1cc(C)n(/N=C/c2cccc(Cl)c2)c(=O)c1C(N)=O
    8, -1, -0.1, 0.1
COc1cc(C(=O)Oc2cccc(/C=N/NC(=O)c3cc(C)[nH]n3)c2)cc(OC)c1OC
    9, -4, 0.0, 4.8
CCOC(=O)Cn1c(=O)oc2cc(S(=O)(=O)NC3CCCC(C)C3C)ccc21 (stereo not drawn)
    -4, 14, 0.3, 0.1
CC(C)COC(=O)Nc1nccs1
    -35, 9, 0.0, -1.2
CCC(C(=O)N1CCN(c2ccccc2OC)CC1)c1ccccc1 (stereo not drawn)
    13, -22, -0.2, 1.5
Cc1c(Cl)cccc1NC(=O)c1ccc([N+](=O)[O-])cc1
    -30, -4, 0.1, -1.7
CCOC(=O)C1(CCCc2ccccc2)CCN(C(=O)c2csnn2)CC1
    -14, -15, 0.0, 0.1
NC1=NC(=O)/C(=C/C=C/c2cccc([N+](=O)[O-])c2)S1
    -5, 0, -0.1, 1.4
Cc1nc(C)n(CC(=O)N2CCC(Oc3ccc(CN4CCCCCC4)cc3)CC2)n1
    5, 5, 0.2, -0.5
CCCN1C=C(C(=O)OC)C(c2cc3c(cc2Br)OCO3)C(C(=O)OC)=C1
    5, 10, 0.2, -0.7
CC(C)(C)C1(O)CCN2C[C@H]3c4ccccc4CCc4cccc(c43)[C@@H]2C1 (stereo partly drawn)
    0&2, -12&13, 0.0&0.0, 7.8*!
COc1cc(C2C(C(=O)OC3CCCCC3)=C(C)NC3=C2C(=O)CC(c2ccccc2)C3)ccc1O (stereo not drawn)
    0, -9, 0.1, 2.1
COc1ccc(Nc2cc(N3CCN(Cc4ccc(OC)c(OC)c4OC)CC3)c3noc4c3c2C(=O)c2ccccc2-4)cc1
    3, 6, -0.1, -0.1
Cc1cc(NCc2cccnc2)nc(-c2ccc(C(=O)NC3CC3)cc2)n1
    -3, -5, -0.1, -0.3
O=C(NCCC1=CCCCC1)c1n[nH]c(=O)c2ccccc12
    5, 9, 0.0, -1.0
Cc1ccc2[nH]c(=O)c(CN(CCO)S(=O)(=O)c3ccc4c(c3)OCCO4)cc2c1
    -16, -3, 0.0, 0.0
O=C(c1n[nH]c2c1CCC2)N1C2CCC1CC(c1ccc(F)cc1)C2 (stereo not drawn)
    9, 3, -0.1, -0.4
COc1ccccc1NS(=O)(=O)c1cccc(S(=O)(=O)c2ccccc2)c1
    -1, 0, -0.3, 0.3
Cc1ccc(C)n1-c1ccc(N(C)C)cc1
    0, 1, -0.3, 0.0
C=CCSC1=C(C#N)C(c2ccc(C)o2)CC(=O)N1 (stereo not drawn)
    -11, 5, 0.8, -0.6
CCC(=O)Nc1ccc(C(=O)Nc2ccccc2C(C)C)cc1
    6, -1, 0.2, 1.2
COCCn1c(=O)[nH]c2nc(-c3ccccc3CO)cnc21
    5, 0, -0.1, -0.1

# In the list so far, these contain a cyano group:
# Under each structure – TEAD-YAP inh, MITF primary, FBW7 act, GPR151 activ
COc1cccc(-c2nc3c(C#N)c[nH]n3c2NC2CCCC2)c1
    -1, -10, -0.1, 0.4
C=CCSC1=C(C#N)C(c2ccc(C)o2)CC(=O)N1 (stereo not drawn)
    -11, 5, 0.8, -0.6

# (listing goes on)
# Under each structure – TEAD-YAP inh, MITF primary, FBW7 act, GPR151 activ
C=CCNC(=O)CSc1ccc(C(=O)Nc2ccccc2C(F)(F)F)cc1[N+](=O)[O-]
    1, 5, 0.0, -0.1
Cn1c(SCc2ccc3c(c2)OCO3)nnc1-c1ccccc1
    -21, -1, 0.6, 0.3
COc1cccc(C(=O)NC(c2cccc([N+](=O)[O-])c2)c2cc(Cl)c3cccnc3c2O)c1 (stereo not drawn)
    8, 5, 0.0, 0.5
Cc1nn(C)c(C)c1-c1nccc(NCc2ccccc2)n1
    -5, 9, -0.1, 1.5
CCOC(=O)c1c(NC(=O)CSc2nnc(CNC(=O)c3cccs3)n2-c2cc(C)ccc2C)sc2c1CCCC2
    2, 4, 0.0, 1.7
CCOc1ccccc1NC(=O)c1cccc2c1C(=O)N(Cc1cccnc1)C2
    1, 6, 0.0, -1.2
CCOc1ccc2c(c1)C(=C1SC(C(=O)OC)=C(C(=O)OC)S1)C(=S)C(C)(C)N2C(=O)C(C)CC (stereo not drawn)
    9, 20, 0.2, 0.4
CS(=O)(=O)c1nsc2nc(=O)c(/C=C3\C=Nc4ccccc43)c(N)n12
    5, 4, 0.0, 4.4
CC1(C)C=C(c2ccc(O)cc2)CC(C)(C)N1
    3, 9, -0.1, 5.6*
CC(C)Cn1cc(Cl)c(=O)n(CC(C)C)c1=O
    -2, 11, 0.0, -1.9
O=C(c1ccc(Cl)c([N+](=O)[O-])c1)N1CCN(c2ccc(F)cc2)CC1
    5, 0, -0.1, 3.7
CCOC(=O)C1=C(C)N=c2s/c(=C\c3ccc(O)c(OC)c3)c(=O)n2C1c1ccc(N(C)C)cc1 (stereo not drawn)
    9, 18, -0.7, 1.3
Cc1cc(Sc2nc3c(C)cccn3c(=O)c2C=O)ncn1
    -2, -1, 1.9*, 0.2
COC(=O)c1cccc(C(=O)N2CCC(CO)(CCc3ccccc3)CC2)c1
    -29, -16, 0.0, -1.1
NC(=O)c1cc(NC(=O)c2cccs2)ccc1N1CCOCC1
    -19, 21, 0.6, 1.7
Cc1ccc(SCc2nc3scc(C)n3c2Br)cc1
    -71, 8, 0.0, -1.1
COCCCNC(=O)c1cc2c(=O)n3cccc(C)c3nc2n(CCOC)c1=N
    5, 27, 0.0, 6.6*
CC(=O)Oc1ccc(-c2cccc(C(=O)N3CCCCC3)c2)cc1
    -13, 3, -0.1, 0.2
Cc1ccc(NS(=O)(=O)c2cc(Br)cnc2N)cc1Cl
    -15, -2, 0.1, 2.1
Cc1ccccc1CO/N=C(\N)c1nonc1N
    -31, 13, 0.3, -2.7
CCC(CC)C(=O)Nc1ccc(C)c([N+](=O)[O-])c1
    3, -7, -0.1, -1.3
O=C(N/N=C/c1ccc([N+](=O)[O-])s1)c1cc(Br)ccc1O
    -4, 10, 0.1, -0.3
O=[N+]([O-])c1ccc(NCCNc2cccc3ccccc23)c(S(=O)(=O)N2CCCC2)c1
    6, 9, -0.1, 1.4
Nc1nc(N)c2ncn(C3CC(O)C(CO)O3)c2n1 (stereo not drawn)
    8, 14, -0.1, -0.5
COc1ccc(C(=O)CNc2ccc(I)cc2)cc1
    1, 11, 0.0, -0.4
COC(=O)c1ccc(Nc2c([N+](=O)[O-])c3nonc3c3nonc23)cc1
    -1, 8, -0.1, -1.9
CC1CCc2c(C(=O)NNC(=O)CCN3CCN(c4ccccc4)CC3)csc2C1 (stereo not drawn)
    -3, -1, 0.0, 2.3
O=C(Nc1ccccc1NC(=O)C1CCC1)c1cccc(Cl)c1
    -2, -8, 0.2, 2.1
O=C1N=C(N2CCCC2)S/C1=C\C=C\c1ccccc1
    78*, -1, -0.1, -0.3
O=C1CSC(c2cccnc2)N1c1ccc(F)cc1F (stereo not drawn)
    7, 5, 0.3, -2.2
Cc1ccc2oc(-c3cc(NC(=O)c4ccc(Cl)c(Cl)c4)ccc3O)nc2c1
    -9, 3, 0.5, 0.2
c1cc(Nc2ccc(N3CCOCC3)cc2)nc(N2CCC(N3CCOCC3)CC2)n1
    0, 16, 0.1, 0.5
O=C(CCN1C(=O)C2CCCCC2C1=O)NNc1c(F)c(F)cc(F)c1F (stereo not drawn)
    6, -10, -0.1, 5.4*
Cc1cc(O)c2c(c1)Cc1cccc(O)c1C2=O
    2, 116*, -0.3, 5.4*
COCc1nnc(NC(=O)C2CCCCC2)s1
    -7, 13, 0.3, 6.4*
O=C(Nc1ccncc1)c1cccc(COc2ccc3ccccc3c2)c1
    -5, 4, 0.2, -6.5
CC(=N\NC(=O)c1cc(Br)ccc1O)/C(=N/O)C(=O)Nc1ccccc1
    1, 5, -0.1, 0.9
Cc1ccc2c(c1)C(c1ccccc1)N(C(=O)c1ccccc1)CC(=O)N2 (stereo not drawn)
    8, 10, 0.1, 1.8
C=CCOc1ccc(C(=O)OCCN2CCCCC2)cc1
    -2, -1, -0.1, 1.0

# Single values from the results shown.
# O=C1c2ccccc2C(=O)N1c1n[nH]c(CCc2ccccc2)n1 in MITF primary = -2
# Cc1nc(C)n(CC(=O)N2CCC(Oc3ccc(CN4CCCCCC4)cc3)CC2)n1 in TEAD-YAP inh = 5

# Among those listed so far, 2 have a COOH group:
# Under each structure – TEAD-YAP inh, MITF primary, FBW7 act, GPR151 activ
O=C(O)c1ccn(-c2ccnc(Nc3ccc(N4CCOCC4)cc3)c2)c1
    -5, 16, -0.1, -0.8
C=CCN(c1ccc(OC)cc1)S(=O)(=O)c1ccc(Cl)c(C(=O)O)c1
    7, 12, -0.1, -0.1
